# Screens deposited in PubChem BioAssay by several laboratories.
# PREPL inhibitor = inhibits the human prolyl oligopeptidase-like enzyme; Q4J6C6; recombinant PREPL, fluorescence polarization activity-based probe; inhibition, % at 5.96 µM; 320,000 compounds, 0.68% hits; AID 2751; in the data active = inhibition above about 43%;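 note: 0% = enzyme with DMSO and 100% = wells lacking enzyme; many of its hits are not listed in these tables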
# Target sequence (Q4J6C6 whole entry, looked up): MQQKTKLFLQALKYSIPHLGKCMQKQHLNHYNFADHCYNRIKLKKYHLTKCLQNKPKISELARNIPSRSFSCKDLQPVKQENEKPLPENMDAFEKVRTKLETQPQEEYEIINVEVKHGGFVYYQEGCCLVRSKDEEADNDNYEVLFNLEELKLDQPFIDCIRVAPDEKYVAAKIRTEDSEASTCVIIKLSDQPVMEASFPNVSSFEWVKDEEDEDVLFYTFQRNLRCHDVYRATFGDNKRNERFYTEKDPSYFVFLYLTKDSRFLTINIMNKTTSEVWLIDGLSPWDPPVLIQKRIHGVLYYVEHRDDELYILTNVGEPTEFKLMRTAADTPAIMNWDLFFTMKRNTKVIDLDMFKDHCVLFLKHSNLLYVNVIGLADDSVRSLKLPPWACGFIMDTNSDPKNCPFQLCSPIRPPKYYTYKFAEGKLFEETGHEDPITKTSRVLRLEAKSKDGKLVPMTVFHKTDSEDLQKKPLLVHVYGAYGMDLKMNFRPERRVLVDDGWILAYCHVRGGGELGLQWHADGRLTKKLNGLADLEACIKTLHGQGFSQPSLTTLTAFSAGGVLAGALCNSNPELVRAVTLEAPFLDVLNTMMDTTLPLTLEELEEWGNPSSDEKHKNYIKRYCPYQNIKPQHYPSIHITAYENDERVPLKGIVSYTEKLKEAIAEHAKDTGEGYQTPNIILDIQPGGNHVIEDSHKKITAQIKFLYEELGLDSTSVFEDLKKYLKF
# LYPLA2 counter = counter-screen for PME1 inhibitors: inhibitors of human LYPLA2. AID 2177. O95372. 320,000 compounds, 0.38% hits. recombinant LYPLA2, FP-Rh probe fluorescence polarization. inhibition, % at 5.9 µM;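 active = inhibition above the screen-wide mean plus 3 SD, limit set per campaign, cut at about 26% in these data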;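 note: 0% = LYPLA2 with DMSO and 100% = wells lacking LYPLA2 enzyme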
# TPT1 inh = inhibitors of Candida albicans tRNA 2'-phosphotransferase TPT1 | recombinant caTPT1, FP RNA substrate dephosphorylation | inhibition, % at 5 µM | 300,000 compounds, 0.81% hits | AID 1962;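 active = inhibition above the mean of all tested compounds plus 3 SD, set per screening campaign, cut at about 24% in these data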;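 note: plate controls were DMSO alone for no effect and ferristatin control at 100 nM for full effect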
# HCV core dimer = HCV core protein dimerization inhibition; TR-FRET GST/Flag-core106 dimerization, 1536-well; 300,000 compounds, 0.33% hits; inhibition, % at 5 µM; AID 1899;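 active = inhibition above the mean of all tested compounds plus 3 SD, set per screening campaign, cut at about 45% in these data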
#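 test system = GST/Flag-tagged HCV core106 proteins | probe or stimulus = Eu donor and XL665 acceptor anti-tag antibodies | times = compound-protein-antibody incubation 4 h at 22.5 °C | signal = TR-FRET, excitation 340 nm, emission 617 and 671 nm | measure = percent inhibition of core106 dimerization signal | controls = wells lacking GST-core106 and wells with excess unlabelled core106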
# Efflux pump mplx = antifungal efflux pump inhibition, Nile Red retention | S. cerevisiae Candida pump triplex | AID 485275 | 330,000 compounds, 0.44% hits | inhibition, % at 10 µM;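 active = plate passing quality check with inhibition over a set limit, or well fluorescence over plate mean plus 4 SD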;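 note: Nile Red retained in pooled yeast measured as flow cytometry median fluorescence; 0% = buffer negative control and 100% = Enniatin B positive control; higher means more Nile Red kept so more efflux inhibition; some compounds called inactive have numbers as strong as hits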
# PP1 inh = blocks human PP1-alpha phosphatase, a PP5 counter-screen. P62136. purified PP1alpha, OMFP fluorescence. inhibition, % at 6.7 µM. 320,000 compounds, 0.9% hits;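 active = inhibition above the mean inhibition of all tested compounds plus 3 SD, computed separately for each screening campaign, cut at about 15% in these data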
# Target sequence (P62136 whole entry, looked up): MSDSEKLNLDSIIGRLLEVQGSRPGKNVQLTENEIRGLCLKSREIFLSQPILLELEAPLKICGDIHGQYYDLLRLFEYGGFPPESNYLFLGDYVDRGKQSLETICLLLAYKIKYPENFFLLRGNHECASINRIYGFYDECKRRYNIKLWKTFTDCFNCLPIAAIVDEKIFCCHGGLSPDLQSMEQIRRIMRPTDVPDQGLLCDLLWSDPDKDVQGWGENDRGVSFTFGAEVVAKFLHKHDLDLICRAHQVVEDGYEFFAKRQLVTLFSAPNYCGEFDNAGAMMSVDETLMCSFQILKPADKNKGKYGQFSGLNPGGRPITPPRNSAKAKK
# JMJD2C inh = inhibitors of human GASC-1 (JMJD2C) demethylase | 330,000 compounds, 0.069% hits | GST-JMJD2C(1-420) H3K9me3 demethylation, DELFIA europium | inhibition, % at 2.35 µM | Q9H3R0;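 active = more than half of a compound's replicate wells show inhibition beyond 50%, single wells judged on their own value; inconclusive = some, but no more than half, of replicates pass 50% inhibition; inactive = no replicate passes 50% inhibition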;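 note: signal counts dimethyl H3K9 product captured on neutravidin plate; 0% = median of DMSO wells and 100% = 0.3 times that DMSO median; strong numbers were not always called active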
# PP5 primary = inhibitors of human protein phosphatase 5 (PP5) | purified PP5c, OMFP substrate fluorescence | inhibition, % at 6.7 µM | 320,000 compounds, 0.18% hits;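 active = inhibition above the campaign's mean inhibition across all tested compounds plus 3 SD, cut at about 9.5% in these data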;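 note: 0% = DMSO only and 100% = 100 µM cantharidin control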
# CTSL1 counter = blocks F. hepatica cathepsin L1 in PFM18AAP counter-screen. inhibition, % at 5.96 µM. recombinant F. hepatica cathepsin L1, Z-Leu-Arg-MCA fluorescence. 300,000 compounds, 0.49% hits;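 active = inhibition above the mean of all tested compounds plus 3 SD, set per screening campaign, cut at about 17% in these data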;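 note: 0% = plate median of test compound wells and 100% = 1 µM Z-Phe-Ala-diazomethylketone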
# * marks the source's active call; other numbers are inactive results; ? = inconclusive; / = no result given. The list is partial; count on the stated rates, not on these rows.
canonical_smiles,PP5 primary,CTSL1 counter,JMJD2C inh,PP1 inh,Efflux pump mplx,TPT1 inh,LYPLA2 counter,HCV core dimer,PREPL inhibitor
CC1CCCCC1N(C)C1CCN(C(=O)CNC(=O)/C=C/c2cccc(Cl)c2)CC1 (stereo not given),2.0,0,-6,-2,0.3,-1,10,-7,26
Cc1ccc(NC(/C=C/N(C)C)=C/C(=O)C(F)(F)F)c(C)c1,1.2,0,1,1,-0.1,3,-2,3,4
CN(c1cccc(Cl)c1)S(=O)(=O)c1cccc(C(=O)Nc2ccc3c(c2)CCC3)c1,1.5,0,33,6,-0.3,1,-46,4,1
CCN(CC)S(=O)(=O)c1ccc2[nH]c(=O)cc(C(=O)Nc3ccccc3N3CCOCC3)c2c1,-1.0,/,7,0,0.0,/,-1,/,2
CC(C)C(=O)Nc1ccc2c3c(cccc13)CC2,0.5,0,21,-2,-0.3,-2,-5,-3,-12
COc1ccccc1NS(=O)(=O)c1ccc(C(N)=O)cc1,0.8,2,-3,-2,0.0,-3,-7,0,9
CC(c1n[nH]c(=S)n1-c1ccc(Cl)cc1)N(C)C (stereo not given),1.4,-3,-19,-1,0.1,-1,6,-6,10
O=c1cc(-c2ccc(O)cc2)oc2c1ccc1ccccc12,1.8,/,-6,4,0.0,/,-2,/,0
CC(C)(C)c1ccc(-n2ncc3c2CCCC3NC(=O)CN2CCCC2=O)cc1 (stereo not given),0.8,1,1,1,-0.2,-1,7,11,0
Cc1ccc(N=Cc2sc(O)c3ccccc23)c(C)c1,-4.6,7,-9,-7,0.1,117*,-6,4,1
CCCCOC(=O)CSC1=C(C#N)C(c2ccccc2OC)C(C#N)C(=O)N1 (stereo not given),-0.9,1,8,0,0.1,-2,4,2,6
COc1cc(CN(C)Cc2cccc3ccccc23)cc([N+](=O)[O-])c1O,4.2,1,62,0,-0.1,-2,5,-9,14
C[C@@H]1CCC(=O)N(C[C@@H](C)CSc2ccccc2)CC1,3.5,-1,9,5,0.1,0,0,-4,5
Cc1ccc(S(=O)(=O)N(C)C)cc1NC(=O)COC(=O)Cc1n[nH]c(=O)c2ccccc12,0.2,-6,-1,-3,-0.1,-2,-4,4,16
CC12CCC(C(=O)Nc3cccc4ccccc34)(C1Br)C2(C)C (stereo not given),2.6,0,-8,0,0.1,1,3,6,14
O=C1N=C(N2CCOCC2)S/C1=C\c1cccnc1,-1.4,-2,-3,-2,0.0,-9,5,0,-2
C=CCSC1=N/C(=C\c2ccc(C(=O)O)cc2)C(=O)S1,-0.1,1,-1,-1,-0.1,0,-7,-1,-7
COc1ccc(CCNC(=O)/C=C/c2ccco2)cc1,1.9,-2,1,1,0.0,2,3,7,-5
COc1ccc(N(CC(=O)NC2CCCCCC2)S(=O)(=O)c2c(C)nn(C)c2C)cc1,2.5,1,/,2,0.2,-3,6,3,14
O=C(COC(=O)c1cc(=O)[nH]c2ccccc12)Nc1cccc(S(=O)(=O)N2CCOCC2)c1,3.3,-12,8,-5,0.5,1,-2,-2,-7
COc1ccc(-c2ccc(NS(=O)(=O)c3cccc([N+](=O)[O-])c3)cc2)nn1,0.8,1,7,-3,0.2,-4,-2,12,-1
O=[N+]([O-])c1ccc(/C=N/Nc2ccc3ccccc3c2)o1,3.8,6,-10,-1,-0.1,32*,-6,-9,42
O=C(CN(Cc1ccco1)C(=O)c1ccc(Cl)cc1)Nc1c(Cl)cc(Cl)cc1Cl,-5.3,-5,15,0,1.1,4,-2,0,-2
COc1cc(CCC(=O)Nc2nccs2)cc(OC)c1OC,2.4,-4,-25,2,0.2,-1,-6,-5,9
COc1ccc(OC)c(/C=N/N(CCC#N)C2=NS(=O)(=O)c3ccccc32)c1,1.7,-1,-1,-1,0.1,-1,1,16,-9

# The listing continues.
canonical_smiles,PP5 primary,CTSL1 counter,JMJD2C inh,PP1 inh,Efflux pump mplx,TPT1 inh,LYPLA2 counter,HCV core dimer,PREPL inhibitor
CCSc1nnc2c(n1)OC(c1ccc(C(=O)O)cc1)N(C(C)=O)c1ccccc1-2 (stereo not given),1.5,1,2,-2,0.1,-5,-2,5,-4
CS(=O)(=O)N1CCN(c2ccc(NC(=O)COc3ccccc3)cc2)CC1,0.8,-1,-5,-4,-0.1,-7,4,0,23
NC1=NC(=O)/C(=C/c2ccccc2OS(=O)(=O)c2ccc3ccccc3c2)S1,0.6,-1,5,-1,0.2,0,-8,0,-17
CCc1c(C)c2ccc(OCC(=O)NCC3CCC(C(=O)O)CC3)c(C)c2oc1=O (stereo not given),1.5,4,1,5,-0.1,-4,-2,-1,2
COc1cccc(OCc2cc(C(=O)N(C)CCC3CCCCO3)no2)c1 (stereo not given),-0.3,-2,?,-8,0.2,0,-9,7,5
Cc1cc(C)cc(C(=O)NCC(=O)OC(C)C(=O)N(C)c2ccccc2)c1 (stereo not given),-0.6,-12,14,3,-0.2,-3,0,-2,7
COCCN1C(=O)c2ccccc2C(C(=O)NCCCN2CCCC2)C1c1c[nH]c2ccccc12 (stereo not given),1.6,-2,1,-4,0.0,1,5,3,-2
CCN(CCCNS(=O)(=O)c1ccc2c(c1)oc(=O)n2C)c1cccc(C)c1,1.3,1,5,1,-0.2,-4,-2,0,5
CCOc1ccccc1C(=O)N1CCN(c2ccc(C(F)(F)F)cn2)CC1,0.9,3,11,4,-0.1,-1,-1,-3,5
Cc1ccc(C(=O)N2CCCC(Nc3ccc(F)c(F)c3)C2)cn1 (stereo not given),1.1,-1,-2,-2,0.1,0,1,-2,11
Cc1ccc(CN(C)C(=O)CN2C(=O)NC(c3ccccc3)(c3ccccc3)C2=O)c(C)c1,6.9,/,19,4,-0.1,/,9,/,-23
O=C(CSc1nnc(-c2ccc(OC(F)F)cc2)o1)NCc1cccs1,3.6,-2,-5,2,-0.1,16,9,7,-10
COC(=O)CNC(c1ccccc1)c1cc(Br)ccc1NS(=O)(=O)c1ccccc1 (stereo not given),2.4,1,0,2,-0.2,5,4,9,10
O=C(N1CCCCCC1)N1CCN(C(=O)N2CCOCC2)CC1,0.5,0,-19,-2,-0.1,0,5,-4,-2
COc1ccccc1C(=O)NCc1ccc2c(c1)OCO2,1.0,4,2,0,-0.1,1,2,7,17
CC(=O)Nc1ccc(NC(=O)CC2CCCC2)cc1,1.4,0,-1,2,0.1,-1,3,0,1
O=C(CSc1ncn[nH]1)N1CCCCC1,-1.0,0,-3,-3,-0.3,-3,-2,-1,-7
Cc1nc2ccc(NC(=S)NC3CCCCC3)cc2nc1C,2.4,-1,20,-1,0.0,-1,7,6,-1
COc1cccc(C2C3=C(N=c4s/c(=C\c5ccc(OCC(=O)O)cc5)c(=O)n42)c2ccccc2CC3)c1 (stereo not given),2.4,3,6,23*,0.1,12,-24,31,-10
CCOC(=O)c1c(CC(C)C)csc1NC(C)=O,2.6,4,19,4,0.0,-2,3,-4,0
O=C(CN(Cc1ccccc1)S(=O)(=O)c1ccccc1)N/N=C/c1ccccc1[N+](=O)[O-],4.1,-3,-3,-6,0.1,2,-8,19,-34
COc1ccccc1NC(=O)Cc1noc(CSc2nnc(C)n2C)n1,-6.4,1,4,2,0.7,0,11,4,7
O=S(=O)(Cc1ccccc1)NCCc1ccc(F)cc1,1.8,0,20,-2,0.1,3,2,2,-12
CCOC(=O)c1[nH]cnc1C(=O)Nc1ccc(C)cc1,-0.8,2,-14,0,0.3,4,-5,1,-6
CC(NC(=O)CN(c1cccc(C(F)(F)F)c1)S(C)(=O)=O)c1ccccc1 (stereo not given),5.7,0,-3,2,0.0,-2,1,2,-8

# Remaining list, next part.
canonical_smiles,PP5 primary,CTSL1 counter,JMJD2C inh,PP1 inh,Efflux pump mplx,TPT1 inh,LYPLA2 counter,HCV core dimer,PREPL inhibitor
N#CCC(=N)N1CCN(c2ccc(F)cc2)CC1,0.2,2,1,-2,0.1,-7,8,3,20
CCc1ccc(OCC(=O)N/N=C\c2ccco2)c([N+](=O)[O-])c1,3.5,-1,-4,3,0.1,1,4,54*,7
O=C(/C=C/c1ccccc1)c1ccc(NC2=NCCCS2)cc1,0.4,10,20,2,0.1,1,-5,-1,-7
CSc1sc(C(=O)NNC(C)=O)c2c1C1(CCC2)SCCS1,0.6,-4,-15,-3,0.0,-2,-4,-7,2
COC(=O)c1c(NC(=O)Cn2cc([N+](=O)[O-])cn2)sc2c1CCC2,0.7,3,7,0,0.0,-4,-6,5,9
CCOC(=O)NC(=S)Nc1cccc(NC(=S)NC(=O)OCC)c1,-0.5,-5,2,-1,0.1,2,4,-2,10
CC(CNC(=O)c1ccc(C(C)(C)C)cc1)CN(C)C (stereo not given),2.6,-6,-4,9,2.0*,-3,-3,-9,10
Cc1ccc(NC(=O)CSc2nnc(Cc3ccccc3)c(=O)[nH]2)c(C)c1,0.7,-1,8,-5,-0.2,-5,6,0,-12
CCCCn1c(CNC(=O)C23CC4CC(CC(C4)C2)C3)nnc1SCC(=O)Nc1nnc(C)s1,3.2,12,11,2,0.0,0,6,-11,-7
O=C(CN1C(=O)NC2(CCCC2)C1=O)Nc1cccc(Cl)c1Cl,-0.3,-1,2,3,0.1,1,3,4,2
C#CCOCCOCCOCCNc1nc(N2CCN(C(=O)[C@H](CCCCN)n3cc([C@@H](N)C(C)CC)nn3)CC2)nc(N2CCN(C(=O)[C@H](Cc3cc4ccccc4[nH]3)n3cc([C@@H](N)CC(C)C)nn3)CC2)n1 (stereo not given in full),1.1,6,-25,13,0.0,-3,-3,-23,58*
NC(=S)Nc1cccc(Cl)c1,3.5,-2,-3,-4,-0.1,-3,-1,-2,3
CN(C)C(=S)Nc1ccc(Br)c(Cl)c1,2.8,-3,1,2,0.0,-6,2,-9,-15
COC(=O)c1cc(NC(=O)Cn2c(=O)oc3ccccc32)cc(C(=O)OC)c1,-0.4,5,-10,-1,0.3,4,-15,8,2
CCOC(=O)c1cc(CC)sc1NC(=O)CN1CCN(C(=O)C2CCCO2)CC1 (stereo not given),0.8,-4,3,5,-0.2,-2,6,4,10
CSC(=NCCCN1CCOCC1)NS(=O)(=O)c1cccs1,1.1,-3,13,-3,0.2,-3,-4,-1,6
Cc1[nH]c2ccccc2c1C(c1ccccn1)N1CCC(C(N)=O)CC1 (stereo not given),2.7,1,0,-3,0.0,-5,2,-5,-4
O=C(NCc1cccs1)c1nc2c(nnn2Cc2ccc(F)cc2)c(=O)[nH]1,2.5,-2,19,11,0.0,-2,5,4,6
CCc1ccc(NC(=O)C2CCN(S(C)(=O)=O)CC2)cc1,2.0,0,2,2,0.1,0,4,-7,7
CCOC(=O)CCCn1c(C)nc(=O)c(-c2ccccc2)c1C,-0.8,4,0,3,0.1,-4,4,-8,20
CCN(CC)C(=O)CSc1nnc(C2CCCCC2)o1,0.3,0,0,-2,-0.1,-2,7,-6,11
O=C(COc1ncnc2ccccc12)N1CCN(S(=O)(=O)c2ccc(Cl)cc2)CC1,0.5,-4,-2,1,-0.2,-4,8,-2,0
